Compound activity as filed in PubChem BioAssay.
ELG1 genotox = induces genotoxicity in HEK293T cells with luciferase-tagged ELG1 | 330,000 compounds, 1.3% hits | Potency, µM (doses to about 46 µM), inactives show at the top dose activity change, positive = activation, hits mostly activators | AID 504466 | HEK293T ELG1-luciferase reporter, luminescence, 16 h; further: potency means the concentration at half of the fitted maximal effect; % of control where 0% means no effect; nearly all actives have a fitted effect of over 60% in size
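ELG1-luciferase HEK293T cells, 2,000/well; compound pinned in; 16 hr, 37 °C, 5% CO2; ONE-Glo, 30 min RT; luminescence on CCD imager.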
p53 reactivator = re-activators of mutant p53. Potency, µM (titrated, usually from 92.2 µM), for the others: at the highest dose activity change, positive = activation, hits mostly activators. 320,000 compounds, 0.063% hits. H1299 p53-A138V BP100-luciferase reporter, luminescence, 24 h. AID 504706; further: potency means the concentration at half of the fitted maximal effect; % of control where 0% means no effect; nearly all actives have a fitted effect of over 45% in size
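H1299 (p53-null), stable ts p53-A138V + BP100-Luc; 1000 cells/well, Opti-MEM/10% FBS; cpd 4 pt, 1:5; 24 h, 37 deg C, 5% CO2; detection reagent 10 min RT; luminescence.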
Rab9 promoter act = Rab9 promoter activation; 320,000 compounds, 2.8% hits; Potency, µM (titrated, usually from 9.22 µM), without a hit: top-dose activation, negative = inhibition, actives largely listed as activators; AID 485297; Huh7 Rab9 promoter-luciferase reporter, luminescence, 24 h; further: potency means the concentration at half of the fitted maximal effect; % of control where 0% means no effect; nearly all actives have a fitted effect of over 60% in size
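Cells were plated at 1500 per well in reduced-serum medium with 10% FBS and left 2 h. Compound in DMSO was then added for 24 h at 37 °C. Reporter signal was read by luminescence after 10 min with luciferase detection reagent.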
BRCA1 expr up = BRCA1 expression activation. MCF7-BRCA1-FFLuc reporter, luminescence, 48 h; response scale: scaled: vehicle 0%, 10 µM genistein 100%. Potency, µM (doses to about 46.1 µM), inactives show top-dose activation, actives largely listed as activators. 380,000 compounds, 1.1% hits; further: potency means the concentration at half of the fitted maximal effect; nearly all actives have a fitted effect of over 80% in size; some results filed as inactive show a strong effect at the top dose
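First, MCF7-BRCA1-FFLuc cells (2000/well) attach for 2 h; next, compounds are pin-added and incubated 48 h at 37 °C; finally, luciferase reagent is added and luminescence read after 15 min.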
RORgamma inh = ROR gamma (mouse) transcription inhibition | P51450 | Drosophila S2 Gal4-RORgamma UAS-luciferase reporter, 20 h | 310,000 compounds, 5.4% hits | Potency, µM (top dose mostly 53.6 µM), for inactives: at the highest dose activity change, negative = inhibition, usual class: inhibitors; further: potency means the concentration at half of the fitted maximal effect; on the % scale 0 is the no-effect control and ±100 the full control effect; nearly all actives have a fitted effect of over 60% in size
Target sequence (P51450 whole entry, looked up, the tested form may be a part): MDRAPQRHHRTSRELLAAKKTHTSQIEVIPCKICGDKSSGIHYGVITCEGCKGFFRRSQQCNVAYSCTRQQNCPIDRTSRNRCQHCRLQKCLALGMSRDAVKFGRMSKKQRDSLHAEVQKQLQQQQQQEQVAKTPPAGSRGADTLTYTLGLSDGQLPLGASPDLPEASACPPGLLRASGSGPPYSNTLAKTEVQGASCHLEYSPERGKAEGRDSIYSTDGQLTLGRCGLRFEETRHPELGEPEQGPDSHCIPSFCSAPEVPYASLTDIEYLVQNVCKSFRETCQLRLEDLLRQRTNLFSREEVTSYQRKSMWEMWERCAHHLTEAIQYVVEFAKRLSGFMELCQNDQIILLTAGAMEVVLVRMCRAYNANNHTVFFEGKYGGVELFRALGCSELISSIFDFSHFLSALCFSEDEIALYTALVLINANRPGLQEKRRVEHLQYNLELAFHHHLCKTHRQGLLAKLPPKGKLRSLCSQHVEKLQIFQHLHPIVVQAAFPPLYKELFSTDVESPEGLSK
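Using a luciferase readout, inhibitors were identified by reduced reporter activity in Drosophila cells coexpressing a copper-inducible Gal4–ROR gamma fusion and UAS-driven Photinus luciferase, incubated 20 hr after 700 uM copper sulfate.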
NPC1 promoter act = activates the NPC1 promoter; Huh7 NPC1 promoter luciferase reporter, 24 h; AID 485313; 320,000 compounds, 2.4% hits; Potency, µM (doses to about 9.22 µM), for inactives: top-dose activation, hits mostly activators;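 further: potency means the concentration at half of the fitted maximal effect; % of control where 0% means no effect; nearly all actives have a fitted effect of over 60% in size; reporter is driven by a mutant NPC1 promoter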
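Huh7 reporter cells (NPC1 promoter driving luciferase) are dosed with compound for 24 h at 37 °C, 5% CO2; luciferase detection reagent is then added and luminescence measured after 10 min at ambient temperature.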
Menin-MLL TR inh = displaces Texas Red mutant MLL peptide from human menin. O00255. Menin + Texas Red MLL mutant peptide, fluorescence polarization. Potency, µM (titrated, usually from 61.6 µM), for inactives: at the highest dose FP activity change, negative = inhibition, usual class: inhibitors. 270,000 compounds, 0.23% hits. AID 1768; active means well fitted inhibition curve with a large enough effect in the polarisation, with a control signal flat, not every such curve was filed as active; inconclusive means small, poorly fitted or top-dose-only effect, or effect the other way, or a change in a side signal; inactive means no such curve, though single readings can be large or run the other way; the % refers to the polarisation; further: potency means the concentration at half of the fitted maximal effect; % of control where 0% means no effect; many of its hits are not listed in these tables
Gal4-VP16 FLuc = inhibits Gal4-VP16 luciferase reporter, ROR gamma counter-screen. 310,000 compounds, 3.5% hits. Drosophila S2 Gal4-VP16 UAS-luciferase, luminescence, 20 h. Potency, µM (series often up to 53.6 µM), for inactives: at the top dose activity, negative = inhibition, actives largely listed as inhibitors. AID 2546;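 further: Gal4-VP16 expression switched on by copper sulfate through the metallothionein promoter; potency means the concentration at half of the fitted maximal effect; on the % scale 0 is the no-effect control and ±100 the full control effect; nearly all actives have a fitted effect of over 50% in size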
FLuc modulator = firefly luciferase modulation, counter-screen for miR-21 project | P08659 | purified FLuc, Km substrates, luminescence inhibition | Potency, µM (series often up to 57.5 µM), for the others: at the top dose activity change, negative = inhibition, hits mostly inhibitors | 360,000 compounds, 6.9% hits | AID 588342;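 further: potency means the concentration at half of the fitted maximal effect; plate controls were vehicle for no effect and reference inhibitor for full effect; nearly all actives have a fitted effect of over 55% in size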
Target sequence (P08659 whole entry, looked up): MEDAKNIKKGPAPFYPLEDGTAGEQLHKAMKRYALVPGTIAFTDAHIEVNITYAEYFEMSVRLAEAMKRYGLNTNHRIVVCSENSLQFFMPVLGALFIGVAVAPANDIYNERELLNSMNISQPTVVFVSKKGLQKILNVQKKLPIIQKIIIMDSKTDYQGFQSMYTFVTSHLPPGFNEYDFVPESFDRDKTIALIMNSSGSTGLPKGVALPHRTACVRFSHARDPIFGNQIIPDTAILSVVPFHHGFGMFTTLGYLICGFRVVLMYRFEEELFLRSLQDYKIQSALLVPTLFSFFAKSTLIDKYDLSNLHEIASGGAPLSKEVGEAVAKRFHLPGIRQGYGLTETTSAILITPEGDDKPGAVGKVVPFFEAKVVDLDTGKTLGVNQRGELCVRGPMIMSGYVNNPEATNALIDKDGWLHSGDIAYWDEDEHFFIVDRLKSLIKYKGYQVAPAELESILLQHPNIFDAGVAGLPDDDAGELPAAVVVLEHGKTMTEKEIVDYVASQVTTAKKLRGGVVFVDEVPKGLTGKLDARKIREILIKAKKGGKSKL
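Purified P. pyralis luciferase (10nM final) with 10uM D-luciferin and 10uM ATP (Km levels) in 50mM Tris acetate pH 7.5, 10mM Mg acetate, 0.01% Tween-20, 0.05% BSA; qHTS 6-point titration, ~60 µM downward; luminescence read.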
PKM2 activator = activators of human pyruvate kinase M2; P14618; purified PKM2, Kinase-Glo ATP luminescence, activation; response scale: 0% is enzyme alone, no compound; AID 1631; 260,000 compounds, 0.34% hits; Potency, µM (doses to about 57.5 µM), inactives show at the highest dose activation, most hits filed as activators; further: potency means the concentration at half of the fitted maximal effect; on the % scale 0 is the no-effect control and ±100 the full control effect; nearly all actives have a fitted effect of over 55% in size
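Purified hPK-M2 (>95% pure) converted ADP (0.1 mM final) to ATP with 0.5 mM PEP in 50 mM imidazole pH7.2, KCl, MgCl2, Tween 20, BSA; 1 h at room temperature. ATP detected by Kinase-Glo luminescence.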
Giardia killer = Giardia lamblia killing. AID 540267. 340,000 compounds, 0.15% hits. activity change, % at 7.66 µM, hits read low. Giardia lamblia trophozoite viability; in the data active means activity change below about -80%; inconclusive means between about -30% and that limit;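 further: parasites exposed to compound for two days anaerobically before the ATP read; on the % scale 0 is the no-effect control and ±100 the full control effect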
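Viability, read as ATP luminescence: trophozoites at 100 cells/well, compound added, 48 hrs anaerobic at 37 deg C, then 15-30 min room-temperature development before reading.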
Numbers without * were called inactive; ? = inconclusive; · = not tested or not shown; & = joins results of further samples; [ ] = another dose, or the depositor's remark. Unless noted, the call rests on the fitted dose curve; in most records, active means well fitted curve in the direction sought with a large enough effect; inconclusive means small, poorly fitted or top-dose-only effect, or another doubt; inactive means no such curve, though single readings can be large; an effect the other way counts as inactive or inconclusive.

SMILES | ELG1 genotox | p53 reactivator | Rab9 promoter act | BRCA1 expr up | RORgamma inh | NPC1 promoter act | Menin-MLL TR inh | Gal4-VP16 FLuc | FLuc modulator | PKM2 activator | Giardia killer
CCOC(=O)C(C)Sc1nc(-c2ccccc2)nc2ccc(F)cc12 (configuration not stated) | -1% | 3% | 0% | 6% | 22% | 0% | ? | 0% | 2% | 0% | 3
CCCCCc1cc(=O)oc2c(C(CCN(CC)CC)c3cc(OC)c(OC)c(OC)c3)c(OC)cc(OC)c12 (configuration not stated) | 2% | 7% | -12% | -23% | ? | -7% | · | ? | 0% | 1% | -13
COc1ccc([C@H]2CC(=O)C=C(c3ccccc3)C2)cc1 | -1% | 15% | -5% | 0% | · | -3% | · | · | -8% | · | -11
O=C(O)/C=C\c1cn(-c2ccccc2)nc1-c1cc2ccccc2o1 | 8% | -2% | -2% | 12% | ? | -1% | ? | -21% | 13µM* | 2% | -1
Cc1cc(NC(=O)/C(C#N)=C/c2ccco2)n(-c2ccccc2)n1 | 1% | -2% | -6% | -28% | -8% | -1% | 8% | 2% | -1% | 11% | 1
CC(=O)c1cccc(NC(=O)C2CC(=O)N(c3ccc4c(c3)OCCO4)C2)c1 (configuration not stated) | 0% | -7% | 3% | -21% | · | -2% | · | · | -1% | · | -28
COc1ccc(/C=C(\NC(=O)/C=C/c2ccco2)C(=O)NCCc2nc3ccccc3[nH]2)cc1 | -4% | -4% | -8% | -10% | 34% | 0% | -17% | 5% | -4% | 4% | -2
CC(C)c1cc(C(C)C)n2nc(N)nc2n1 | 13% | -7% | -5% | -21% | 2% | 3% | 1% | 0% | 6% | 0% | 5
CC1CCN(S(=O)(=O)c2cccc(C(=O)Nc3ccccc3)c2)CC1 | -1% | -1% | -3% | -11% | 0% | -7% | -28% | 1% | -1% | -2% | -9
COc1cccc(C2(c3cccc(OC)c3)CC2C(=O)Nc2ccc(F)cc2)c1 (configuration not stated) | -4% | 0% | -2% | -27% | -2% | 0% | 0% | -7% | 2% | 6% | 8
CC(C)(C)C(=O)CSc1nc2ccccc2o1 | ? | 15% | ? | 0% | 3% | 19% | -3% | -13% | ? | -8% | 4
Cc1ccc(C2(CCNCc3ccco3)CCOC(C(C)C)C2)cc1 (configuration not stated) | -4% | -1% | -1% | -1% | -5% | -5% | · | -5% | 1% | -1% | -3
Cc1cc2nc3c(nc2cc1C)C(O)=C3O | -7% | 2% | 1% | -12% | -7% | -5% | · | -5% | ? | -2% | -24
CC(C)C(=O)Nc1nnc(CCc2ccccc2)s1 | 12% | 10% | 1% | 62% | -9% | 15% | -23% | 23% | 2% | · | 5
CC1CCCC(C)N1CCCNC(=O)c1nn(C)c2c1CSc1ccccc1-2 (configuration not stated) | ? | 3% | 3% | 1% | -4% | -1% | · | 1% | 1% | · | 31[activator]
COc1cc(/C=N/n2cnc3c(sc4nc(C)cc(C)c43)c2=O)ccc1O | 6% | -1% | 1% | -3% | -5% | -3% | · | -12% | -14% | -4% | -11
NC(=O)C1CCN(C(=O)c2cccc(CN3C(=O)c4ccccc4C3=O)c2)CC1 | 2% | 7% | -3% | -4% | · | -4% | · | · | · | · | -3
Cc1ccc(Oc2c(F)c(F)nc(N3CCCC3)c2F)cc1 | 2% | 21% | -1% | -19% | -7% | -1% | 6% | 2% | 0% | -5% | 12
CCOC(=O)N1CCN(C(=O)c2ccc(CS(=O)(=O)c3ccc(OC)cc3)o2)CC1 | -8% | -8% | -3% | -5% | 33% | 5% | -1% | 5% | 1% | -8% | -14
Cc1cc(N2CCN(C)CC2)nc2ccc(NC(=O)c3cccnc3Cl)cc12 | 2% | -2% | -4% | 1% | -14% | -4% | -15% | -7% | 4% | -3% | 8
O=c1cc(CSc2nnnn2-c2ccc(O)cc2)nc2sccn12 | -5% | 7% | -3% | -13% | ? | 9% | 19% | -7% | -3% | 27% | -8
COCCNC(=O)C1CCN(S(=O)(=O)c2ccccc2)CC1 | 1% | 2% | -7% | -2% | -1% | 2% | 9% | 1% | 2% | 4% | -10
O=C(C1CSC2(c3ccc(F)cc3)CCC(=O)N12)N1CCCCCC1 (configuration not stated) | 2% | -4% | 1% | -2% | -7% | 2% | -16% | -1% | -1% | 8% | 17
Cc1c(N=C/C=C2\N(C)c3ccccc3C2(C)C)c(=O)n(-c2ccccc2)n1C | -4% | ? | -2% | -2% | 3% | 3% | -1% | -2% | 5% | 1% | -1
O=C(NCc1ccccc1)C1(c2cccc(F)c2)CCCC1 | -3% | 1% | -1% | -30% | 37% | -2% | -9% | -1% | -3% | -2% | -26

(next part)
SMILES | ELG1 genotox | p53 reactivator | Rab9 promoter act | BRCA1 expr up | RORgamma inh | NPC1 promoter act | Menin-MLL TR inh | Gal4-VP16 FLuc | FLuc modulator | PKM2 activator | Giardia killer
Cc1cc(C)c2cc(C#N)c(N3CCCN(C(=O)c4cnccn4)CC3)nc2c1 | 4% | -2% | 2% | -23% | 3% | 1% | · | 3% | 1% | · | 1
Cc1cc(C(=O)N2CCCC(C(=O)c3ccc4ccccc4c3)C2)n(C)n1 (configuration not stated) | -7% | -3% | -9% | -20% | 43% | -4% | ? | 4% | 6% | 0% | 0
O=C(Nc1cccc(S(=O)(=O)N2CCCC2)c1)c1cc(S(=O)(=O)N2CCOCC2)ccc1F | -16% | -6% | 6% | -29% | · | -3% | · | · | -19% | · | 10
c1ccc2oc(-c3[nH]ncc3CN3CCSCC3)cc2c1 | -1% | 1% | 4% | 0% | -19% | 1% | -13% | -3% | -2% | -4% | -8
O=C(CN1C2CCCC1CC(NC(=O)c1ccco1)C2)Nc1ccccc1 (configuration not stated) | -1% | -5% | -4% | -4% | 4% | -7% | 10% | -5% | -3% | 2% | 8
CCOC(=O)c1cc(-c2ccccc2)sc1NC(=O)C(C)Sc1nnnn1C (configuration not stated) | -15% | -10% | 9% | -12% | 30% | -1% | 18% | -1% | 2% | -7% | 3
COc1ccc(OC)c(NC(=O)Nc2cnccn2)c1 | 7% | 12% | 6% | -1% | 33% | -4% | 15% | 1% | ? | 2% | -11
O=C(c1nnc(-c2ccccc2)o1)C1CC1 | ? | 2% | 6% | 23% | ? | -2% | 21% | -3% | ? | -4% | -3
COc1ccc(CC(=O)N(C)CC(=O)Nc2ccccc2C(F)(F)F)cc1S(=O)(=O)N1CCOCC1 | 0% | -7% | 19% | 3% | · | 2% | · | · | 3% | · | -8
Cc1ccc2cc(CN(C(=O)c3cccs3)c3ccccc3)c(=O)[nH]c2c1 | -2% | -1% | 2% | -4% | 0% | -3% | · | -5% | 6% | 1% | 5
O=C(COC(=O)CCC1CCCC1)NCc1ccc(Cl)cc1 | 0% | 19% | 0% | 0% | 26% | -6% | -4% | 1% | 2% | 7% | 13
Cc1ccc2ncc(S(=O)(=O)c3ccccc3)c(N3CCCCC3C)c2c1 (configuration not stated) | -1% | 1% | -1% | -36% | -9% | -1% | 8% | 0% | 2%&-12% | 3% | 5

Ordered by value in PKM2 activator (ascending): 3 from the list above.
Molecule,p53 reactivator,Rab9 promoter act,BRCA1 expr up,RORgamma inh,NPC1 promoter act,Menin-MLL TR inh,PKM2 activator
O=C(c1nnc(-c2ccccc2)o1)C1CC1,2%,6%,23%,?,-2%,21%,-4%
Cc1ccc2cc(CN(C(=O)c3cccs3)c3ccccc3)c(=O)[nH]c2c1,-1%,2%,-4%,0%,-3%,·,1%
O=C(O)/C=C\c1cn(-c2ccccc2)nc1-c1cc2ccccc2o1,-2%,-2%,12%,?,-1%,?,2%

2 entries from above in a different format.
Fields – ELG1 genotox | p53 reactivator | Rab9 promoter act | BRCA1 expr up | RORgamma inh | NPC1 promoter act | Menin-MLL TR inh | Gal4-VP16 FLuc | FLuc modulator | PKM2 activator | Giardia killer
COc1ccc(OC)c(NC(=O)Nc2cnccn2)c1
  7% | 12% | 6% | -1% | 33% | -4% | 15% | 1% | ? | 2% | -11
O=C(c1nnc(-c2ccccc2)o1)C1CC1
  ? | 2% | 6% | 23% | ? | -2% | 21% | -3% | ? | -4% | -3

This is a subset (hit frequency here may not be typical).
